PGE2 EP2 inh = human EP2 receptor antagonists, primary screen, TR-FRET cAMP, C6 glioma cells. C6 glioma cells expressing human EP2; cells stimulated with saturating PGE2. inhibition, % at 25 µM. 0.52% of 260,000 active;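 active = percent inhibition above 40 after rounding to a whole number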;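 note: rat C6 glioma host cells with rolipram phosphodiesterase inhibitor present; the protocol text gives 20 µM as final concentration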
TNF necrop inh = inhibitors of TNF-alpha triggered necroptosis, primary screen, cell-based, Jurkat FADD-/-, single concentration; 0.068% of 220,000 active; AID 463075, 2010; activation (protection from cell death), % at 10 µM; Jurkat FADD-/- TNF necroptosis rescue, ATP luminescence, 24 h; 0 = TNF only, 100 = no-TNF cells;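 active = activation, meaning protection from cell death, of at least 50% relative to plate controls; inactive = activation below 50%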;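 note: necroptosis triggered by 40 ng/mL TNF-alpha added together with compound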
Hck-Nef inh = inhibitors of Nef-activated human Hck kinase, primary screen, biochemical, Z-Lyte FRET, 384-well, Hck-YEEI; Tyrosine-protein kinase HCK (Homo sapiens), P08631; inhibition, % at 20 µM; 0.68% of 220,000 active; Recombinant Hck-YEEI plus Nef, Z-Lyte FRET kinase assay;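 active = Hck-Nef kinase inhibition above about 50%, limit read from the data; inactive = inhibition below that limit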;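 note: 0% = DMSO with Hck plus Nef and 100% = Hck alone without Nef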
Runt-CBFb FRET = inhibitors of RUNX1 Runt–CBFb binding, primary screen, biochemical, FRET, Cerulean-Runt, Venus-CBFb, uHTS | Runt-related transcription factor 1 (Homo sapiens) + Core-binding factor subunit beta … | Cerulean-Runt/Venus-CBFb FRET ratio 530/480, 1 h | inhibition, % at 20 µM | 0.46% of 220,000 active;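 active = inhibition over about 50% at 20 µM in the single-dose screen, limit read from the data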;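 note: 0% = DMSO wells and 100% = excess unlabeled CBFb competitor control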
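Measured by: fluorescence energy transfer, 422 nm excitation, 530/480 nm emission; test system: Cerulean-tagged RUNX1 Runt domain (FRET donor) fusion protein; buffer or medium: Tris pH 7.5 buffer with BSA; compound: one dose, 20 µM compound, 1% DMSO; times: two 1 h room-temperature incubations shielded from light; benchmarks: unlabeled CBFb 5 µM, positive control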
RBBP9 inhibitor = human RBBP9 inhibitors, primary screen, biochemical, fluorescence polarization, FP-Rh probe, HTS. Serine hydrolase RBBP9 (Homo sapiens), O75884. recombinant RBBP9. inhibition, % at 7.94 µM. 0.2% of 220,000 active;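 active = inhibition above the campaign mean of all tested compounds plus 3 SD, cut at about 14% in these data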;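 note: plate controls were DMSO wells with RBBP9 for no effect and wells lacking RBBP9 protein for full effect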
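Material: RBBP9 protein. Amount: RBBP9 at 2.5 µM in dispensed solution, before mixing. Schedule: 30 min then 45 min, 25 °C. Medium: Tris buffer pH 8.0, NaCl, Pluronic. Measured by: fluorescence polarization. Measure: percent inhibition from mP, scaled between DMSO and no-protein wells. Replication: one well per compound.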
L929 necroptosis = inhibitors of zVAD-triggered necroptosis, primary screen, L929 cells; viability rescue, % at 10 µM; AID 1377, 2008; L929 zVAD necroptosis rescue, ATP luminescence, 24 h; with zVAD 60 µM; 0.38% of 220,000 active;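 active = activation, scaled between plate controls, above about 75%, limit read from the data; inactive = activation under that limit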;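 note: 0% = zVAD with DMSO and 100% = DMSO alone without zVAD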
Runt-SMMHC FRET = inhibitors of RUNX1 Runt–CBFb-SMMHC binding, primary screen, biochemical, FRET, Cerulean-Runt, Venus-CBFb-SMMHC, uHTS; Cerulean-Runt/Venus-CBFb-SMMHC FRET ratio 530/480, 1 h; inhibition, % at 20 µM; 0.74% of 220,000 active; AID 1434, 2008;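 active = mean inhibition across duplicate retests at 20 µM reaching about 50%, limit read from the data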;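 note: 0% = DMSO wells and 100% = wells with excess untagged CBFb-SMMHC; inhibitors lower the FRET ratio by blocking Runt binding to CBFb-SMMHC; some results filed as inactive read as strong as hits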
PERK inh = block of dimerizer-induced PERK translation repression, primary screen, PERK inhibitor project, CHO PERK-DD cells, SEAP luminescence, HTS; CHO PERK-DD fusion, SEAP luminescence translation reporter; AID 1416, 2008; 0.17% of 220,000 active; Eukaryotic translation initiation factor 2-alpha kinase 3 (Homo sapiens), Q9NZJ5; inhibition, % at 5.6 µM;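 active = inhibition above the mean inhibition of all tested compounds plus 3 SD, set separately per screening campaign, cut at about 2.9% in these data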;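 note: PERK kinase domain activated by AP20187 dimerizer at 100 nM; 0% = DMSO with dimerizer and 100% = rapamycin at 8.4 µM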
Target sequence (Q9NZJ5 whole entry, looked up, the tested form may be a part): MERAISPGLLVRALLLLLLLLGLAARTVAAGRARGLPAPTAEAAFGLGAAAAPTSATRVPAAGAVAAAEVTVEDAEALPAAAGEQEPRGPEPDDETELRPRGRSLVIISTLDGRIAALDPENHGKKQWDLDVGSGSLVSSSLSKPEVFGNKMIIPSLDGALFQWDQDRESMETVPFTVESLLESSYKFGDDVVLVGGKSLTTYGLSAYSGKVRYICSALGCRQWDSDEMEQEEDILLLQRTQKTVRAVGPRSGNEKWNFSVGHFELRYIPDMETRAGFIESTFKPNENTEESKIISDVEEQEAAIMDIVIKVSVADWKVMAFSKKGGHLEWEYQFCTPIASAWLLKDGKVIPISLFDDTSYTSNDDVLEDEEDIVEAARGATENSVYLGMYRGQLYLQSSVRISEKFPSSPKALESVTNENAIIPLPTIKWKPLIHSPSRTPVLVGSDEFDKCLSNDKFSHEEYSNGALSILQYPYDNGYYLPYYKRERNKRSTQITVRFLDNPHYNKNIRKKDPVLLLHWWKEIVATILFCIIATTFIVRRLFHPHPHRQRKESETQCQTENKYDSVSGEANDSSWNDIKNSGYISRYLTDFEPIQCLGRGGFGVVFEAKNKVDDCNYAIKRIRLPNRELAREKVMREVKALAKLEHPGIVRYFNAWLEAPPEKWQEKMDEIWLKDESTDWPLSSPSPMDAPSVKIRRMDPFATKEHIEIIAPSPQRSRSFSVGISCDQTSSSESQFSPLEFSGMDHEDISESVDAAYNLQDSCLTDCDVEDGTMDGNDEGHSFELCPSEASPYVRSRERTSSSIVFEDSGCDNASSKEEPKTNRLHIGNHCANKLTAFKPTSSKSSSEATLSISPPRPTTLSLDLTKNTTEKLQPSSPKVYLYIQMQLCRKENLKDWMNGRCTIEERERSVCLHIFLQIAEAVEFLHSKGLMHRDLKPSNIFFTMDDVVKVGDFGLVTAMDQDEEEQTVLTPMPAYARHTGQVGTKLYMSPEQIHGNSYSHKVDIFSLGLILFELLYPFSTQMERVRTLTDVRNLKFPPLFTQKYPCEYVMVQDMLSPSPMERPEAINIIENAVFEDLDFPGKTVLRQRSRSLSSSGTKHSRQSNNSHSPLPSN
EP2 modulator = EP2 receptor modulators, cAMP readout, primary screen, cell-based, HTRF cAMP, PGE2 stimulation. Prostaglandin E2 receptor EP2 subtype (Homo sapiens), P43116. EP2-expressing cells, cAMP HTRF FRET, PGE2 co-stimulation. induction, % at 25 µM. 0.83% of 260,000 active. AID 940, 2007;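 active = compounds whose cAMP rise, as percent of the full-agonist control response, exceeds 60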;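 note: rat C6 glioma line stably carrying human EP2 under a CMV promoter; the protocol text gives 20 µM as final concentration; 100% = response of wells given 1 µM PGE2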
Starred values were filed as active, the others as inactive; nt = no result given; & = joins results of further samples.

SMILES | PGE2 EP2 inh | TNF necrop inh | Hck-Nef inh | Runt-CBFb FRET | RBBP9 inhibitor | L929 necroptosis | Runt-SMMHC FRET | PERK inh | EP2 modulator
COc1ccc(NC(C)=O)cc1NC(C)C(=O)Nc1cc(C(F)(F)F)ccc1N1CCOCC1 (stereo not given) | 6 | 3.1 | 1 | -1 | -11 | 1.4 | 3 | -0.6 | 7
Cc1ccc2c(c1)c(C)cc(=O)n2CCC(=O)O | 8&5 | -0.2 | -1 | 0 | -1 | -0.4 | 2 | 0.5 | 15&-40
O=C(Cn1cnc2c(nnn2Cc2ccc(F)cc2)c1=O)NCc1ccc2c(c1)OCO2 | 4 | -0.4 | 10 | -3 | -3 | 1.0 | 2 | 0.6 | 9
CCN(CC)C(=N)/C(C#N)=N/Nc1ccccc1 | 7 | 4.3 | 8 | 0 | 11 | 0.6 | -3 | 0.5 | -14
COC(=O)CCSc1nccn1Cc1ccccc1 | 5 | -0.9 | -3 | 0 | -2 | -0.3 | 5 | 1.9 | 34
O=C(CN1CCN(c2ncccn2)CC1)NCc1ccc2c(c1)OCO2 | 10 | -0.4 | 1 | 1 | -5 | 2.0 | -2 | 1.1 | 16
Cc1nn(-c2ccccn2)c(C)c1Oc1ccccc1O | 5 | -3.6 | 2 | -1 | -11 | -0.3 | 1 | 0.9 | -2
COc1ccc(C(=O)Nc2c(Cl)cc(Cl)cc2C(=O)NCCN2CCOCC2)cc1 | 2 | -1.3 | 6 | 2 | -7 | 0.4 | -12 | -0.7 | 13
COc1ccccc1CNC(=O)C1CC(c2cccc([N+](=O)[O-])c2)=NO1 (stereo not given) | 9 | -12 | 2 | 0 | 6 | 0.9 | 1 | -0.8 | -15
N#CCC(=O)N/N=C/c1ccc(OC2CSC2)cc1 | 3 | -0.4 | 16 | 2 | -8 | 0.8 | 2 | 1.0 | 4

The final 5 compounds of the section before come first, to join the parts.
SMILES | PGE2 EP2 inh | TNF necrop inh | Hck-Nef inh | Runt-CBFb FRET | RBBP9 inhibitor | L929 necroptosis | Runt-SMMHC FRET | PERK inh | EP2 modulator
O=C(CN1CCN(c2ncccn2)CC1)NCc1ccc2c(c1)OCO2 | 10 | -0.4 | 1 | 1 | -5 | 2.0 | -2 | 1.1 | 16
Cc1nn(-c2ccccn2)c(C)c1Oc1ccccc1O | 5 | -3.6 | 2 | -1 | -11 | -0.3 | 1 | 0.9 | -2
COc1ccc(C(=O)Nc2c(Cl)cc(Cl)cc2C(=O)NCCN2CCOCC2)cc1 | 2 | -1.3 | 6 | 2 | -7 | 0.4 | -12 | -0.7 | 13
COc1ccccc1CNC(=O)C1CC(c2cccc([N+](=O)[O-])c2)=NO1 (stereo not given) | 9 | -12 | 2 | 0 | 6 | 0.9 | 1 | -0.8 | -15
N#CCC(=O)N/N=C/c1ccc(OC2CSC2)cc1 | 3 | -0.4 | 16 | 2 | -8 | 0.8 | 2 | 1.0 | 4
CC(C)N1C[C@@]23C=C[C@@H](O2)C(C(=O)OCc2ccccc2)[C@H]3C1=O (stereo not given in full) | 15 | 0.7 | 3 | 0 | -4 | -0.3 | 3 | -1.1 | -12
CCOc1cccc(OCCNC2CCCC2)c1 | 11 | 1.5 | -2 | 1 | -3 | 0.5 | -6 | 1.8 | 0
Cc1cccc(CSc2nnc(C)c(=O)n2N)c1 | 4 | 0.4 | 6 | 1 | -5 | 0.1 | 3 | 1.3 | 19
COC(=O)C1CCCN1S(=O)(=O)c1ccc2ccccc2c1 (stereo not given) | 10 | -5.3 | 0 | -2 | -7 | -0.3 | -5 | 0.6 | -25
O=C(NN(C(=O)c1ccccc1)c1ccccc1)c1ccccc1 | 10 | -2.9 | 15 | 3 | -1 | 0.0 | 0 | 0.8 | 2
Cc1ccc(S(=O)(=O)Nc2ccc3oc(=O)sc3c2)c(C)c1 | 12 | -6.2 | 1 | 43 | 20* | 0.4 | 6 | 1.1 | -6
Cc1cccc(C(=O)NCCN2CCCC2)c1 | 11 | 1.0 | 0 | 1 | 1 | 0.0 | 1 | 0.2 | 0
C[C@]12CC[C@@H]3c4ccc(OS(=O)(=O)O)cc4CC[C@H]3[C@@H]1CCC2=O | 10&12 | 0.7 | -4 | -1 | -7 | 2.0 | -1 | 1.1 | 6
CCCCCCCCNC(CO)(CO)CO | 12 | 4.7 | 9 | -2 | -5 | 0.4 | -2 | 1.5 | -8
CC(=O)c1ccc(N(C(=O)CNC(=O)c2ccco2)C(C(=O)NCC2CCCO2)c2ccccc2)cc1 (stereo not given) | 4 | 0.5 | 14 | 0 | -5 | 0.4 | 3 | 0.1 | 13
CCOc1cc(C(=O)NCc2ccc(C)cc2)ccc1OCC(=O)N1CCOCC1 | 4 | 0.7 | 15 | -2 | -9 | 5.6 | 2 | 0.7 | 29
O=C(/C=C/c1ccc(F)cc1)NNC(=O)CCN1CCN(Cc2ccccc2)CC1 | 3 | -14 | 19 | -1 | -7 | 39 | 1 | 0.3 | 14
N/C(=N\OC(=O)Cc1cccc2ccccc12)c1ccccn1 | 10 | -0.9 | -1 | 0 | -8 | -0.2 | -5 | -0.5 | -16
CCCCCC(=O)OC(CN1CCCCC1)CN1CCCC1=O (stereo not given) | 13 | -13 | 1 | 0 | -8 | -0.2 | -5 | 1.4 | -5
CCN(CC)S(=O)(=O)c1ccc(C)c(N=C=S)c1 | 7 | -0.9 | 25 | 0 | -1 | -0.3 | -3 | 1.1 | -93
O=[N+]([O-])c1ccc(S(=O)(=O)NCC(c2cccnc2)N2CCOCC2)cc1 (stereo not given) | 2 | -0.5 | -8 | -1 | -4 | -0.2 | 0 | 0.5 | 1
Cc1ccc(NC(=O)c2ccc(OC(=O)COc3ccc(Cl)cc3C)cc2)cc1 | 6 | -2.2 | -5 | 1 | -3 | 0.1 | 3 | 0.7 | 11
CCCC(CCC)C(=O)NNc1cc(=O)c2c(=O)n(C)c(=O)n(C)c2[nH]1 | nt | -1.3 | 3 | 1 | -6 | 0.1 | -1 | 0.4 | 22
O=c1sc2ccccc2n1CCOc1ccccc1 | 8 | 0.1 | 1 | -4 | -5 | -0.3 | -2 | 0.2 | 25
CCOC(=O)c1cc(C)[nH]c(=S)c1C#N | 8 | -0.2 | 0 | 23 | -4 | 0.8 | 49 | 0.1 | 26
C=C(C)CN(CC)C(=O)COc1ccc(S(=O)(=O)Nc2ccc(OC)cc2)cc1 | 2 | 0.6 | -1 | 2 | -5 | -0.1 | -5 | -0.5 | -35
COc1cccc(-c2nnn(CC(=O)NC3CCCC3)n2)c1OC | 6 | -2.4 | 2 | -2 | -11 | 0.4 | 3 | 0.2 | 7
C/C=C(\C)C(=O)N[C@@H](C)CN1C2=NC[C@H](C(C)C)N2C[C@H]1Cc1ccc(OC)cc1 | 8 | 2.0 | 30 | 1 | nt | -0.1 | 6 | nt | -13
COc1ccc(C(=O)NCCSCc2ccc(C)cc2)cc1 | -3 | -2.3 | 1 | -3 | 0 | 1.2 | -4 | 0.6 | -6
Cc1ccc(N=C2CSC(=O)N2)cc1 | 9 | 25 | 16 | 1 | -5 | 2.6 | -4 | 1.2 | 20
Fc1ccc(Nc2ncnc3sc4c(c23)CCC4)cc1F | 22 | -0.4 | 3 | -2 | -10 | -0.6 | 2 | 0.4 | -10
CC(=O)N1CC2(C)CN(C(C)=O)CC(C)(C1)C2 | 5 | -1.3 | 7 | 2 | 3 | 1.5 | 3 | 1.7 | 13
Cc1ccccc1N1CCN(CCCOc2ccc3c(C)cc(=O)oc3c2)CC1 | 6 | 1.1 | 18 | -6 | 4 | -0.2 | -10 | -0.6 | -54
CC1=C(c2ccc(F)cc2)[N+](=O)C(C)(C)N1[O-] | 9 | -0.8 | 26 | nt | -4 | 16 | nt | 0.2 | 19
Cc1ccc(-c2nc(SCC(=O)NCC3CCCO3)c(-c3ccc(C)cc3)[nH]2)cc1 (stereo not given) | 13 | 0.4 | -3 | -1 | -5 | 3.5 | 2 | 0.4 | 21
COc1ccc(Cc2nnc(NC(=O)Cc3cccs3)s2)cc1 | nt | 2.6 | 34 | 0 | -2 | 6.6 | -12 | 0.4 | 8
Cc1ccc(C(=O)N2CCC(Cc3ccccc3)CC2)cc1[N+](=O)[O-] | 5 | 1.3 | -25 | -2 | 2 | 0.7 | 3 | 1.9 | -21
O=C(CSc1nnc(-c2cccnc2)n1Cc1ccco1)N1CCc2ccccc21 | 4 | -0.4 | 0 | 14 | -11 | -0.1 | 4 | -0.8 | 31
CCCCN1c2cc(C)c(O)cc2C(C(=O)OCC)C1C (stereo not given) | 5 | 0.7 | 3 | -1 | -6 | 0.3 | 2 | 0.1 | 37
O=C(O)[C@@H]1CCCC[C@@H]1C(=O)N1CCc2ccccc2C1CN1C(=O)c2ccccc2C1=O (stereo not given in full) | 9 | -0.9 | 3 | -3 | -4 | 0.5 | -7 | 1.8 | 12
O=S(=O)(Nc1ccccc1N1CCCCC1)c1ccc(Cl)s1 | 6 | -1.6 | -14 | 3 | -1 | -0.4 | 0 | -0.3 | 69*
CCOC(=O)c1ccc(S(=O)(=O)NNC(=O)COc2cccc(C)c2)cc1 | 5 | 1.1 | 3 | -2 | -9 | 0.1 | 4 | 0.2 | 36
CCOC(=O)C1(CCOC)CCN(Cc2nc(C(C)C)cs2)CC1 | 5 | -0.1 | 20 | -3 | -8 | 2.2 | 0 | -0.9 | -25
COc1cc(CC(=O)NCc2ccco2)cc(OC)c1OC | 5 | 0.7 | 6 | -3 | -9 | -1.0 | -5 | -0.4 | 0
CCNCc1nc2cc(Cl)ccc2c(=O)[nH]1 | 7 | 0.2 | 25 | 0 | 2 | -1.8 | 0 | -0.2 | 26
COc1ccc(CNC(=O)c2ccc(SC)cc2OC)cc1 | 9 | 0.7 | 2 | 1 | -4 | 10 | 2 | 0.5 | -1
COC(=O)c1ccc(COc2ccc3c4c(c(=O)oc3c2)CCC4)o1 | 11 | -0.9 | 0 | 3 | -2 | 0.0 | 2 | 0.3 | 22

High-throughput results as filed in PubChem.

An excerpt; the hit share may differ from the screen's.
